Compound activity from PubChem BioAssay.
PTK2B oligo ant = antagonists of human Pyk2 oligomerization. Q293 cells, Pyk2 FERM NanoBiT luminescence; hits give low values. z-score (the deposit names both 25 µM and 10 µM). 99,000 tested, 0.83% active;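 active = Z-score of -3 or lower, scaled per plate to the spread of control and sample wells; inactive = z-score above -3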;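 also: negative z-score means lost luminescence so less FERM oligomerization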
IL1B cytotox = toxic to HUVEC cells under IL-1B stimulation; AID 845; HUVEC cell count loss, Hoechst imaging, IL-1B stimulated; 94,000 tested, 0.41% active; cell count reduction, % at 2 µM;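 active = cell count reduction more than 3 SD above the screen-wide mean, cut at about 70% in these data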;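 also: normalized per plate to untreated control cells as the no-loss baseline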
F-actin modifier = cytoskeleton assembly modification; HUVEC TNFa F-actin phalloidin imaging, high content; inhibition, % at 2 µM; 91,000 tested, 0.18% active; AID 836;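 active = inhibition above the batch mean plus 3 SD and confirmed as a hit by visual image inspection, cut at about 30% in these data, passing the limit was not always enough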; also: strong numbers were not always called active
TNFa cytotox = toxic to HUVEC cells under TNF alpha stimulation; HUVEC TNFalpha-stimulated, Hoechst cell count, imaging; cell count reduction, % at 2 µM; 93,000 tested, 0.17% active; AID 848;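 active = cell count reduction exceeding the screen mean by over 5 SD, scaled to untreated wells per plate, cut at about 78% in these data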;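 also: cells counted after 24 h of TNF alpha exposure following the 1 h pretreatment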
PTPN22 inh 2 = LYP (human) phosphatase inhibition | 96,000 tested, 0.21% active | Q9Y2R2 | inhibition, % at 2 µM | recombinant LYP catalytic domain, DiFMUP fluorescence | AID 640;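 active = inhibition at 2 µM at or above a set limit, the screen mean plus 3 SD, cut at about 24% in these data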;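 also: 0% = DMSO with enzyme and 100% = enzyme fully blocked by orthovanadate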
Target sequence (Q9Y2R2 whole entry, looked up, the tested form may be a part): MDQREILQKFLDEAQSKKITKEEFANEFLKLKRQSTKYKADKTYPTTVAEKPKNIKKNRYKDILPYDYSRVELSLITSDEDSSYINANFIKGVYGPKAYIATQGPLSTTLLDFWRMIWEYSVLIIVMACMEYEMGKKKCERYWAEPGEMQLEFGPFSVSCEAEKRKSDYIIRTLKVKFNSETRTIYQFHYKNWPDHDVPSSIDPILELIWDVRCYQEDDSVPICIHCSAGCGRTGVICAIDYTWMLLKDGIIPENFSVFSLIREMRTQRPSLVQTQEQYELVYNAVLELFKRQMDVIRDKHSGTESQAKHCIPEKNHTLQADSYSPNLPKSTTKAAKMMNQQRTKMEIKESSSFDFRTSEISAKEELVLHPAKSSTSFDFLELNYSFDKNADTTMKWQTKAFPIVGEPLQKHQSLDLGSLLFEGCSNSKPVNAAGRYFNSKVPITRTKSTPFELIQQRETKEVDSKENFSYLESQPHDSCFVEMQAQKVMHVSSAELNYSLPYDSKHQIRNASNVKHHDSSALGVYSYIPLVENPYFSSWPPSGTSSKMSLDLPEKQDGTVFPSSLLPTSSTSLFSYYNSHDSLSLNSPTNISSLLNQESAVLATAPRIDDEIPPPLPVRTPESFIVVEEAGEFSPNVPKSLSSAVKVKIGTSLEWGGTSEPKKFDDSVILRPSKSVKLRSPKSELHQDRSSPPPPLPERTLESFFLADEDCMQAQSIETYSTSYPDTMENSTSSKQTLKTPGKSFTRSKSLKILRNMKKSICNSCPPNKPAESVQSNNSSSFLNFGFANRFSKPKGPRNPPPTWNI
VCAM1 TNFa inh = reduces TNF alpha induced VCAM1 expression in HUVEC. HUVEC TNFa-induced VCAM-1 immunofluorescence, high-content imaging. inhibition, % at 2 µM. 95,000 tested, 0.48% active. AID 802;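 active = inhibition above the batch mean plus 3 SD, with images confirmed as a hit by eye, cut at about 37% in these data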;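 also: 0% = TNF-stimulated DMSO wells and 100% = unstimulated control wells; not every result past the cut was called active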
ERa SRC1 inh = blocks coactivator binding to human estrogen receptor alpha. TR-FRET ER-alpha LBD / SRC-1 peptide, estradiol-bound. P03372. inhibition, % at 25.6 µM. 86,000 tested, 1.7% active; in the data active = inhibition above about 50%;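 also: 0% = receptor plus peptide control and 100% = peptide only without receptor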
FAK blocker = inhibitors of human focal adhesion kinase; Q05397; biochemical FAK kinase activity assay; inhibition, %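 (tested at 7 µM)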; 97,000 tested, 0.84% active; AID 727; in the data active = inhibition above about 19%;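 also: 0% = DMSO and 100% = reference compound high control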
LYP act = increases human PTPN22 phosphatase activity; recombinant LYP, DiFMUP fluorescence; 0 = plate median, 100 = signal doubled; AID 697; 96,000 tested, 0.11% active; activation, % at 2 µM; Q9Y2R2;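 active = activation at 2 µM above a set limit, the mean plus 5 SD, cut at about 37% in these data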
Numbers without * were called inactive; . = not tested or not shown; & = joins results of further samples; [ ] = remark or other dose.

Compound | PTK2B oligo ant | IL1B cytotox | F-actin modifier | TNFa cytotox | PTPN22 inh 2 | VCAM1 TNFa inh | ERa SRC1 inh | FAK blocker | LYP act
C(=N\c1c(-c2ccccc2)nc2n1CCS2)/c1ccccc1 | 0.17 | 11.5 | -3.3 | -1.8 | 1.5 | 9.1 | -15.3[fluorescence artefact?] | -7.3 | 1.9
CCCCN(CC)CCNC(=O)c1[nH]c(C)c(C(C)=O)c1C | 1.28 | 37.2 | 3.5 | 0.4 | -2.0 | 13.3 | -9.6 | -1.4 | 1.3
Cc1onc(-c2c(F)cccc2Cl)c1C(=O)NCc1ccccn1 | 0.68 | -6.5 | 12.7 | 2.7 | -3.4 | -0.4 | 14.7 | -2.9 | 1.2
C=CCn1c(N)c(C(=O)N2CCOCC2)sc1=S | -0.37 | -5.2 | 1.8 | 6.5 | 3.1 | -4.8 | -3.3 | -0.6 | -3.8
CC(Oc1ccc(Cl)cc1Cl)c1nc(-c2ccc(NC(=O)c3ccccn3)cc2)no1 (configuration not stated) | 1.18 | . | -13.3 | -4.3 | -2.6 | 3.1 | -2.3 | -0.7 | 0.0
CCN(CC)CCOC(=O)c1ccc(Cl)cc1 | -0.29 | 13.1 | 2.4 | -1.6 | -10.3 | -3.8 | -2.8 | 0.3 | 10.2
Cc1cc(NC(=O)Cn2cc(C(F)(F)F)cc(Cl)c2=O)no1 | 0.66 | -2.2 | . | . | -3.6 | . | 10.1[fluorescence artefact?] | -2.2 | 2.0
CCOC(=O)Cn1c(=N)n(CCOc2ccc(OC)cc2)c2ccccc21 | 1.79 | 17.5 | 17.1 | -8.3 | -7.6 | 14.5 | 0.1 | -2.6 | 10.2
O=C(c1ccco1)N1CCN(C(=O)c2cccc3c2C(=O)N(Cc2cccnc2)C3)CC1 | . | -2.2 | -5.8 | -12.5 | -6.5 | 4.0 | -2.0 | -0.2 | 2.5
CC(=O)NCCc1cc2ccc(C)cc2[nH]c1=O | -0.33 | -16.8 | . | -15.5 | -12.4 | 16.0 | 3.1[fluorescence artefact?] | 2.5 | 8.9
N#Cc1c2c(nc(N)c1-c1ccccc1)CCCCC2 | -0.48 | -3.2 | 22.1 | -2.1 | 0.2 | 12.7 | . | 0.2 | 3.7
O=c1nc(N2CCCCC2)nc(Nc2ccccc2)[nH]1 | -0.46 | -139.7 | 5.7 | -10.2 | 5.0 | -5.3 | 7.3[fluorescence artefact?] | -1.4 | -5.5
Cc1ccc(C(=O)N2CCN(C(=O)c3ccc(C)c(C)c3)C(C)C2)cc1C (configuration not stated) | . | 33.9 | 23.4 | -39.9 | -7.0 | -2.7 | -7.6 | -0.2 | 8.4
COc1ccccc1OCC(=O)O | -0.29&-0.68 | 0.0&-50.9 | 1.3&11.4 | -18.6&-6.3 | -1.5&0.2 | 6.9&15.7 | -5.3&-8.1 | -3.5&1.3 | 0.4&-5.6
Cc1ccc2c(c1)[nH]c1c(=O)n(Cc3ccccn3)cnc12 | -0.42 | -20.8 | 10.2 | 8.6 | 8.3 | -5.7 | -9.3 | 7.4 | -8.9
O=C1CC(c2ccccc2)CC(O)=C1C=NCc1ccco1 (configuration not stated) | 0.54 | 5.1 | 1.8 | 6.7 | -12.6 | -18.0 | . | 1.1 | 17.7
O=S(=O)(NCC1CCCO1)c1cccc(C(F)(F)F)c1 (configuration not stated) | 0.03 | -26.2 | 4.2 | 2.0 | 3.0 | 12.2 | -7.2[fluorescence artefact?] | 0.3 | 0.8
CN(C(=O)c1ccc2c(c1)OCO2)C1(C(=O)NC2CCCCC2)CCCCC1 | -0.11 | 20.5 | 8.7 | -25.9 | 3.0 | 12.9 | -36.5 | 6.8 | -2.8
O=C(CN1C(=O)NC2(CCCC2)C1=O)Nc1nc(-c2ccc(F)cc2)cs1 | 0.6 | -10.8 | 6.6 | -2.7 | -3.6 | 5.4 | -4.5 | -3.3 | 4.1
COC(=O)c1ccc(NC(=O)CSc2nnc(CNc3ccc(F)cc3)n2C)cc1 | -0.07 | 3.9 | 16.1 | -30.7 | -2.8 | -12.8 | -8.4 | 7.8 | 1.4
O=C(Cn1cc(C(=O)C2CC2)c2ccccc21)NCC1CCCO1 (configuration not stated) | 0.14 | 18.6 | -23.9 | 8.8 | -3.4 | 11.7 | -3.7 | -1.2 | -2.3
CCOC(=O)C1CCCCN1Cc1ccc(F)c(Br)c1 (configuration not stated) | -0.42 | -6.8 | 9.3 | 0.8 | -4.8 | 8.8 | . | 0.0 | 4.1
CCc1ccccc1N(C(=O)c1cccs1)C1C=CS(=O)(=O)C1 (configuration not stated) | -0.73 | -84.3 | . | -33.3 | -9.6 | 10.1 | 2.1 | 3.3 | 8.3
COc1cc(CN2CCC(C(=O)N3CCCC(C)C3)CC2)cc(Br)c1O (configuration not stated) | -0.42 | -31.5 | -5.0 | 2.6 | -5.4 | 8.1 | 2.1 | 2.1 | 2.6
O/N=C1/CCCCC1c1ccccn1 (configuration not stated) | -0.02 | . | . | . | 1.3 | . | 0.1 | 5.4 | -0.7
CCN(C(=O)c1cc(Cl)ccc1OC)c1ccccc1 | -0.34 | 5.6 | -10.6 | -3.3 | 1.3 | 3.5 | -4.4 | 1.3 | 2.1
COc1ccc(-c2nnn(CCc3nn[nH]n3)n2)cc1OC | 1.45 | 4.8 | -3.3 | 4.5 | 6.2 | 2.1 | 3.7[fluorescence artefact?] | -0.5 | -2.3
O=C(COC(=O)c1ccccc1NCc1ccco1)Nc1ccc2c(c1)OCO2 | 0.23 | . | 10.7 | -31.2 | -8.8 | 3.2 | 19.7 | -4.1 | 6.0
COc1cc(OC)cc(-c2nc3nc(C)c(CCC(=O)O)c(C)n3n2)c1 | 2.09 | -17.3 | -0.3 | -1.1 | -3.6 | 6.0 | 0.6 | -1.3 | 0.8
Cc1c(Cl)c([N+](=O)[O-])nn1CC(=O)NC12CC3CC(CC(C3)C1)C2 | -0.41 | 2.4 | -2.9 | 2.6 | -7.8 | 4.5 | . | 7.6 | 3.4
COc1cc(Cl)c(C)cc1NC(=O)CSCC#N | -0.22 | -17.5 | 10.2 | -11.5 | 1.3 | -13.6 | 27.7 | 1.7 | -0.7
C=CCn1c(=O)c2ccccc2n2c(SCc3nc(N)nc(Nc4ccccc4C)n3)nnc12 | -0.54 | -8.6 | 3.9 | -11.8 | -4.7 | 14.7 | 28.4[fluorescence artefact?] | 0.2 | 5.4
Cc1ccc(NC(=S)NNC(=O)CCn2cc(C)cn2)cc1 | 0.44 | . | -22.2 | 3.7 | 5.5 | 28.3 | . | 0.9 | -0.3
CCN(CC)CCNc1c2c(c(C#N)c3nc4ccccc4n13)CCCC2 | -0.17 | -91.4 | 0.5 | -5.5 | -3.1 | 21.6 | -5.1 | 0.8 | 5.8
O=C(O)CSc1nc(-c2ccccc2)cc(=O)[nH]1 | -0.29 | 7.8 | -1.2 | 3.0 | -7.5 | 12.5 | . | -0.2 | 6.0
Cc1cc(C)n(-c2nnc(C)n2/N=C/c2ccccc2O)n1 | . | 1.5 | -10.0 | -8.2 | -1.4 | -16.2 | -5.9 | -2.3 | -0.2
Cc1ccccc1NC(=O)/C(=C\c1cccs1)NC(=O)c1ccco1 | 0.6 | -5.3 | -6.7 | -37.3 | -8.3 | 20.9 | . | 1.9 | 11.7
COC(=O)c1cccc(NC(=O)CSc2nnc(COc3cccc(C)c3)n2C)c1 | 0.37 | -11.5 | -10.9 | -15.2 | 4.1 | 16.6 | -4.5 | 1.5 | -4.8
Cc1nn(-c2ccccc2)c2nc(N)c(C#N)c(-c3ccc(F)cc3)c12 | -2.97 | -5.6 | 11.3 | -54.3 | 4.6 | 4.7 | 13.3[fluorescence artefact?] | 1.6 | -3.4
CCc1nc2sc(C#N)c(N)c2c2c1CCCC2 | 0.23 | -29.4 | 8.3 | -25.8 | 6.6 | -18.1 | 15.1[fluorescence artefact?] | 4.7 | -6.9
CCOC(=O)c1cc(C#N)c(NCc2ccccc2)nc1C | -0.31 | -30.4 | -5.3 | 11.4 | 2.0 | -13.5 | 11.8 | -3.7 | -3.6
N#Cc1cccc(NC(=O)CCn2ccnc2)c1 | 0.23 | -0.3 | -6.3 | -7.3 | 8.1 | 8.4 | 2.6[fluorescence artefact?] | 0.2 | -10.8
CC12CCC(C/C1=N\OC(=O)c1ccc(F)cc1)C2(C)C (configuration not stated) | -0.34 | 35.3 | 1.4 | -2.6 | -2.1 | 15.5 | 1.4 | -1.9 | 1.5
FC(F)(F)c1nc2ccccc2n2c(-c3ccc(Cl)cc3Cl)nnc12 | -0.02 | -39.2 | 7.2 | -34.4 | 4.0 | 14.3 | . | -2.7 | 0.6
COCCn1c(C)cc(C(=O)CSc2nc(C)cc(C)c2C#N)c1C | -1.75 | -29.3 | -7.3 | -17.8 | 12.1 | 3.8 | 3.3[fluorescence artefact?] | -0.4 | -12.2
COCc1cc(Sc2ccc(Cl)cc2Cl)nc(-c2ccccc2)n1 | 0.54 | -7.2 | -2.6 | 12.3 | -5.8 | 3.9 | . | -5.2 | 8.3
Clc1ccc(-c2cnc3n2CCC3)cc1 | -0.07 | 4.3 | -25.0 | 5.6 | -29.3 | 8.7 | -8.9 | 0.5 | 29.1
O=C(COC(=O)c1ccc(S(=O)(=O)N2CCCC2)cc1)NCc1ccccc1 | 0.16 | 22.9 | -10.0 | -13.5 | 4.9 | 6.2 | -8.9 | 2.0 | -8.8
COc1ccc2c(c1)C(=O)N(c1ccccc1OC)C(=O)C2 | -0.27 | -19.2 | 10.7 | -2.5 | 0.9 | 35.8 | -4.2[fluorescence artefact?] | 12.2 | 2.5
COc1ccc(C(=O)Nc2cc(C)cc(C)c2)cc1S(=O)(=O)N1CCOCC1 | -0.24 | 3.4 | 15.3 | 13.7 | 12.3 | 4.9 | -0.8 | -0.5 | -9.2
COCCn1c(=S)[nH]c2cc(C(=O)NCCc3ccc(OC)c(OC)c3)ccc2c1=O | 0.99 | -5.4 | -20.8 | 2.2 | 12.2 | 18.7 | -6.4 | 0.9 | -10.7
O=C1Nc2ccc(S(=O)(=O)N3CCCC3C(=O)O)c3cccc1c23 (configuration not stated) | . | -31.8 | 0.8 | 5.7 | 6.2 | -9.4 | 5.5 | 6.0 | -6.2
Cc1nc(Oc2ccc(Cl)cc2)c2oc3ccccc3c2n1 | 0.58 | 19.2 | 12.1 | 1.7 | 16.7 | 1.4 | -1.9 | 2.3 | -13.1
COc1ccc(C(=O)Nc2cc(OC)nc(OC)n2)cc1 | -1.02 | -40.3 | -0.5 | -22.4 | -21.4 | 7.8 | -3.0 | -3.1 | 21.9
O=C(O)C1CC=CCC1C(=O)Nc1ccccc1 (configuration not stated) | 0.4 | 2.4 | . | -16.7 | 7.1 | -20.1 | -18.7 | -1.4 | -5.7
COc1ccc(S(=O)(=O)N(CC(=O)O)c2ccccn2)cc1 | -0.36 | 11.4 | -16.0 | -7.1 | -10.8 | 10.5 | 3.5 | -2.6 | 11.1
Oc1ccccc1-c1cc(-c2ccccc2)no1 | -2.49 | 22.6 | 24.0 | 2.0 | 1.9 | 34.6 | . | 10.2 | 1.0
Cc1cc(C)n(-c2ccc(F)cc2)c(=O)c1C(=O)O | -0.31 | -37.7 | 25.5 | -1.9 | -13.5 | 0.8 | -7.5 | -5.7 | 12.8
CCSc1sccc1C1C(C#N)=C(N)N(c2cccnc2)C2=C1C(=O)CCC2 (configuration not stated) | -0.78 | -165.0 | 3.6 | -7.5 | 1.0 | -3.0 | 4.0 | 1.0 | -1.8
